# LAP4 TOR yeast = yeast TOR pathway LAP4-GFP modulation; S. cerevisiae LAP4-GFP multiplex, flow cytometry GFP, 3 h; median GFP as percent of DMSO wells; GFP response vs DMSO, % at 10 µM; hit rate 0.34% among 320,000;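 active means GFP response vs DMSO above a set limit, about the screen mean plus 3 SD, cut at about 150% in these data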
# VLA-4 inh = inhibition in a human VLA-4 binding assay | P13612 | VLA-4 expressing cells, ligand binding flow cytometry | inhibition, % (about 7 µM as worked out from the volumes in the protocol) | hit rate 0.2% among 330,000; in the data active means inhibition above about 50%
# MEP2-GFP yeast = alters MEP2-GFP fluorescence in TOR pathway yeast screen; GFP response vs DMSO, % at 10 µM; S. cerevisiae MEP2-GFP strain, flow cytometry GFP, 3 h; 100% = DMSO control level; AID 2016; hit rate 0.51% among 330,000;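 active means GFP response versus DMSO above a set limit, roughly screen mean plus 3 SD, cut at about 180% in these data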;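 further: median GFP fluorescence of the barcode-gated MEP2-GFP cells per well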
# GASC-1 inh = human JMJD2C demethylase inhibition; GST-JMJD2C(1-420) H3K9me3 demethylation, DELFIA europium; inhibition, % at 2.35 µM; hit rate 0.069% among 330,000;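 active means more than half of a compound's replicate wells show inhibition beyond 50%, single wells judged on their own value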;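 further: signal counts dimethyl H3K9 product captured on neutravidin plate; 0% = median of DMSO wells and 100% = 0.3 times that DMSO median; strong numbers were not always called active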
# Target sequence (Q9H3R0 1-420 limits assumed): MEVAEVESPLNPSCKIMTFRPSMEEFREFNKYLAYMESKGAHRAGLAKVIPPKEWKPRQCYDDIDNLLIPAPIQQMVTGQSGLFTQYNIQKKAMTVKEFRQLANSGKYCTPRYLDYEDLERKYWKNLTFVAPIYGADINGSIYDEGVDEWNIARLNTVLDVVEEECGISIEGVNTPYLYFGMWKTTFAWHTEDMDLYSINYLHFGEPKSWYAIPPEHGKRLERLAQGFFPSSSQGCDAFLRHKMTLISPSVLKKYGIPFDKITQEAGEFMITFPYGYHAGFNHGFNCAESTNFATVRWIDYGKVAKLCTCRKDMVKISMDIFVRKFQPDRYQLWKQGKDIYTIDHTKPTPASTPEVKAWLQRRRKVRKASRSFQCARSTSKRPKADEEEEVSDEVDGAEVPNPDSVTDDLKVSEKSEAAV
# GRK2 aptamer HTS = blocks RNA aptamer binding to human GRK2 | P25098 | bead flow cytometry, FAM-aptamer displacement from GRK2 | inhibition of aptamer binding, % at 10 µM | hit rate 0.59% among 330,000 | AID 488847;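 active means inhibition of aptamer binding above 40%, roughly 3 SD of noise, on plates passing a quality check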;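 further: median bead fluorescence of bound FAM aptamer so fluorescent compounds give negative values; no value below 0 was filed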
# RPL19A-GFP yeast = alters RPL19A-GFP fluorescence in TOR pathway yeast screen. S. cerevisiae RPL19A-GFP strain, flow cytometry, 3 h; hits give low values. percent response vs DMSO, % at 10 µM. hit rate 0.3% among 330,000;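 active means percent response vs DMSO below 50%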;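 further: median channel GFP fluorescence of the barcoded RPL19A-GFP strain; ratio of sample median GFP to plate DMSO average so 100% = DMSO; lower means less RPL19A-GFP as with rapamycin TOR inhibition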
# AGP1-GFP MLPCN = alters AGP1-GFP fluorescence in TOR pathway yeast screen | S. cerevisiae AGP1-GFP multiplex flow cytometry, 3 h; GFP as percent of DMSO wells | GFP response vs DMSO, % at 10 µM | hit rate 0.02% among 320,000 | AID 2066;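 active means GFP response relative to DMSO above a set limit, near screen average plus 3 SD, cut at about 150% in these data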;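 further: median GFP channel fluorescence of the gated AGP1 strain per well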
# CIT2-GFP yeast = modulators of TOR pathway CIT2-GFP in S. cerevisiae | GFP response vs DMSO, % at 10 µM | hit rate 0.065% among 320,000 | S. cerevisiae CIT2-GFP strain, flow cytometry, 3 h; 100 means same as DMSO wells;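 active means GFP response relative to DMSO above a set limit, near the screen mean plus 3 SD, cut at about 150% in these data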;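 further: ratio of well median GFP fluorescence to mean of DMSO wells on the plate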
# Active calls of the source: *.
SMILES,LAP4 TOR yeast,VLA-4 inh,MEP2-GFP yeast,GASC-1 inh,GRK2 aptamer HTS,RPL19A-GFP yeast,AGP1-GFP MLPCN,CIT2-GFP yeast
CN(c1ccc(C(=O)Nc2ccc3c(c2)OCCO3)cc1)S(C)(=O)=O,91,5,92,-5,0,94,95,89
COC(=O)c1c(NC(NC(=O)CC(C)C)C(Cl)(Cl)Cl)sc2c1CCC2 (stereo unspecified),91,4,101,-2,2,101,96,100
CCc1c(C)[nH]n(CCC#N)c1=O,105,13,104,3,0,102,105,106
O=C(NCCCCc1ccccc1)C1CC(c2cccc(F)c2)=NO1 (stereo unspecified),108,-16,95,-2,1,97,91,88
COC(=O)c1c(C)[nH]c(C(=O)C(C)OC(=O)c2c(C)noc2C)c1C (stereo unspecified),87,21,96,8,0,91,94,80
CCCN1CN(c2ccccc2)C(=S)N(c2ccccc2)C1,109,-18,103,7,2,99,103,94
CCC1Oc2ccc(C)cc2N(CC(=O)NCCCN2CCCC2)C1=O (stereo unspecified),97,2,102,5,0,111,106,103
O=c1c(-c2ccccc2)nnc2sc(COc3ccc(Br)cc3)nn12,99,18,108,-4,0,97,95,94
O=S(=O)(c1ccc(Cl)cc1)c1ccccn1,84,6,94,1,1,117,86,82
O=C(OCCCc1cc2ccccc2c(=O)o1)c1ccc(F)cc1,102,1,85,-11,2,94,93,85
O=C(N/N=C/C=C/c1cccc([N+](=O)[O-])c1)C(O)c1ccccc1 (stereo unspecified),96,6,94,19,0,97,100,96
CCc1nc2ccccc2c(C(=O)OCC(=O)NC(=O)c2cccn2C)c1C,105,0,101,-1,7,103,94,99
N/C(=N\O)c1ccc(NC(=O)c2cccs2)cc1,106,-2,103,-2,2,100,102,109
CCN(CC)C(NC(=O)Cc1ccccc1)C(Cl)(Cl)Cl (stereo unspecified),97,7,99,1,2,100,102,92
Cc1coc2cc3oc(=O)c(CCC(=O)NCCCn4ccnc4)c(C)c3cc12,107,-24,109,21,1,103,107,100
CCN(CC(=O)Nc1ccccc1C(F)(F)F)C(=O)CN1C(=O)NC2(CCCCC2)C1=O,109,9,101,35,3,100,109,98
Cc1cccc2cc(CNC3CCCC3)c(Cl)nc12,98,0,102,5,1,100,103,104
CN(CC(=O)Nc1ccccc1C(F)(F)F)C(=O)c1cccc(-n2cccc2)c1,104,-5,95,3,1,100,102,95
Cc1onc(-c2ccccc2)c1C(=O)Nc1ccc(Cl)cn1,107,14,99,4,0,101,106,103
CC(=O)Nc1ccc(C(=O)COC(=O)CCN2C(=O)C3CC=CCC3C2=O)cc1 (stereo unspecified),98,-15,95,-3,0,98,102,106

# Arranged by value in MEP2-GFP yeast (ascending): 3 of the compounds above.
SMILES,LAP4 TOR yeast,VLA-4 inh,MEP2-GFP yeast,GASC-1 inh,GRK2 aptamer HTS,RPL19A-GFP yeast,AGP1-GFP MLPCN,CIT2-GFP yeast
O=C(NCCCCc1ccccc1)C1CC(c2cccc(F)c2)=NO1 (stereo unspecified),108,-16,95,-2,1,97,91,88
CCc1nc2ccccc2c(C(=O)OCC(=O)NC(=O)c2cccn2C)c1C,105,0,101,-1,7,103,94,99
Cc1cccc2cc(CNC3CCCC3)c(Cl)nc12,98,0,102,5,1,100,103,104

# Single records (already shown). Screens in order: LAP4 TOR yeast	VLA-4 inh	MEP2-GFP yeast	GASC-1 inh	GRK2 aptamer HTS	RPL19A-GFP yeast	AGP1-GFP MLPCN	CIT2-GFP yeast
# Results for `N/C(=N\O)c1ccc(NC(=O)c2cccs2)cc1` → 106	-2	103	-2	2	100	102	109
# Results for `CC(=O)Nc1ccc(C(=O)COC(=O)CCN2C(=O)C3CC=CCC3C2=O)cc1` (stereo unspecified) → 98	-15	95	-3	0	98	102	106
# Results for `O=c1c(-c2ccccc2)nnc2sc(COc3ccc(Br)cc3)nn12` → 99	18	108	-4	0	97	95	94
# Results for `CCN(CC(=O)Nc1ccccc1C(F)(F)F)C(=O)CN1C(=O)NC2(CCCCC2)C1=O` → 109	9	101	35	3	100	109	98
# Results for `CCN(CC)C(NC(=O)Cc1ccccc1)C(Cl)(Cl)Cl` (stereo unspecified) → 97	7	99	1	2	100	102	92

# The results go on.
SMILES,LAP4 TOR yeast,VLA-4 inh,MEP2-GFP yeast,GASC-1 inh,GRK2 aptamer HTS,RPL19A-GFP yeast,AGP1-GFP MLPCN,CIT2-GFP yeast
O=C(CSc1nnc(Cc2ccccc2)n1-c1ccccc1)NNC(=O)Cc1ccccc1,97,14,94,-5,2,99,101,105
O=C(COC(=O)/C=C/c1cccc(Br)c1)NCCc1ccccc1,100,26,100,-6,0,100,108,102
COc1ccc(CNC(=O)COC(=O)c2ccc(S(=O)(=O)NCc3ccco3)cc2)cc1,96,-4,100,6,22,99,96,88
CN(Cc1ccncc1)C1CC(=O)N(c2ccc(Cl)cc2)C1=O (stereo unspecified),98,14,100,-4,0,96,104,98
O=C(CCCn1c(=O)[nH]c2cc(Cl)ccc2c1=O)NCC1CCCO1 (stereo unspecified),80,22,90,6,2,91,84,88
Cc1ccc(S(=O)(=O)NCCC(=O)NCc2ccco2)cc1,95,18,105,1,0,99,101,107
OC1CCN(c2ncnc3c2nnn3Cc2c(F)cccc2Cl)CC1,104,2,97,-4,0,98,91,90

# Ordered by formula weight (ascending): some entries from above
SMILES,LAP4 TOR yeast,VLA-4 inh,MEP2-GFP yeast,GASC-1 inh,GRK2 aptamer HTS,RPL19A-GFP yeast,AGP1-GFP MLPCN,CIT2-GFP yeast
CN(Cc1ccncc1)C1CC(=O)N(c2ccc(Cl)cc2)C1=O (stereo unspecified),98,14,100,-4,0,96,104,98
OC1CCN(c2ncnc3c2nnn3Cc2c(F)cccc2Cl)CC1,104,2,97,-4,0,98,91,90
COc1ccc(CNC(=O)COC(=O)c2ccc(S(=O)(=O)NCc3ccco3)cc2)cc1,96,-4,100,6,22,99,96,88

# Pulled one by one from above (2):
SMILES,LAP4 TOR yeast,VLA-4 inh,MEP2-GFP yeast,GASC-1 inh,GRK2 aptamer HTS,RPL19A-GFP yeast,AGP1-GFP MLPCN,CIT2-GFP yeast
O=C(COC(=O)/C=C/c1cccc(Br)c1)NCCc1ccccc1,100,26,100,-6,0,100,108,102
OC1CCN(c2ncnc3c2nnn3Cc2c(F)cccc2Cl)CC1,104,2,97,-4,0,98,91,90

# Bioassay records from PubChem.
